PglD inh – PglD (C. jejuni) enzyme inhibition | purified PglD enzyme, DTNB colorimetric CoA detection | 360,000 tested, 0.098% active | inhibition, % at 12.5 µM | AID 602405; in the data active = inhibition above about 16%, passing the limit was not always enough; inconclusive = no clear call, values can overlap the other calls; note: strong numbers were not always called active
ERp5 inh – inhibitors of human ERp5; Q15084; ERp5 insulin aggregation, absorbance 650 nm, 90 min; inhibition, % at 9.99 µM; 350,000 tested, 0.05% active;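 active = mean replicate inhibition above about 25%, with every replicate also reaching it, limit read from the data, passing the limit was not always enough; inconclusive = only one of those two criteria met; inactive = neither criterion met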
S100A4 inh HTS – S100A4-myosin IIA interaction inhibition. P26447. S100A4/TAMRA-MyoIIA peptide fluorescence polarization. inhibition, % at 10.7 µM. 360,000 tested, 0.14% active. AID 652163;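 active = mean inhibition of at least 70% across replicates, with every replicate also reaching that level; inconclusive = mean inhibition reaches 70% but some replicates fall short; inactive = mean inhibition below 70%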
Target sequence (P26447 whole entry, looked up): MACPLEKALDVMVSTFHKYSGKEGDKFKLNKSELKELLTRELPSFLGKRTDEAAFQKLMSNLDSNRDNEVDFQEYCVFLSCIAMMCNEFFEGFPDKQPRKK
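Material: S100A4 monomer protein | Medium: HEPES pH 7.2 with CaCl2, KCl, NaCl, DTT, Triton | Reagent: Labelled myosin peptide probe, 5 nM | Doses: One dose per compound | Times: 5 min incubation before reading | Benchmarks: Neutral control DMSO, positive control TFP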
E-sel inducer – E-selectin induction on HUVECs | P16581 | HUVEC E-selectin immunofluorescence imaging; normalized: neutral wells 0, TNF-alpha wells 100 | activation, % at 7.58 µM | 260,000 tested, 0.37% active;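 active = mean E-selectin-positive cell signal at least 10% of the positive control, reached in at least 60% of replicates, without over 20% cell loss; inconclusive = no rule given, readout overlaps actives, possibly toxicity-flagged; inactive = the rest, including those meeting only one limit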;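 note: in these data hits start at about 27%; measured in HUVEC primary endothelial cells; signal is the percent of cells scored E-selectin positive by PE staining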
Target sequence (P16581 whole entry, looked up): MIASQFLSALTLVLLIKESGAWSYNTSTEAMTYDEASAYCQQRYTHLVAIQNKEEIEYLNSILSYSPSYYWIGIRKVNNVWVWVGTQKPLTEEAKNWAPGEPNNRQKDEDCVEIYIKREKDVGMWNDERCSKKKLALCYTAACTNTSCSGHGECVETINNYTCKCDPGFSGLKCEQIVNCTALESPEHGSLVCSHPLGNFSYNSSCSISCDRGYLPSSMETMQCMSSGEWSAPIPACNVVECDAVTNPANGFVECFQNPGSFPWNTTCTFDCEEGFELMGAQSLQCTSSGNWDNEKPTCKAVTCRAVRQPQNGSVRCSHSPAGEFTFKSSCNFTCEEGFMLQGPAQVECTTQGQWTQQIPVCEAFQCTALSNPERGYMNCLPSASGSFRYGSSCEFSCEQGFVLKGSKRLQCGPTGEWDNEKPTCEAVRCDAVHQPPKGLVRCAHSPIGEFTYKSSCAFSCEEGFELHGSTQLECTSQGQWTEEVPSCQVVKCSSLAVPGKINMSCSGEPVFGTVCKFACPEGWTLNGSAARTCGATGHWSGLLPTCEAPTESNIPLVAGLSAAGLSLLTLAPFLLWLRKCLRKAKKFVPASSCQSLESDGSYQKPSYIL
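Read-out: % PE-positive cells | Test system: HUVEC | Doses: One compound dose added by pin transfer | Buffer or medium: EGM-2 over gelatin coat | Signal: Immunofluorescence imaging | Benchmarks: TNF-alpha, DMSO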
SIRT5 inh – blocks human SIRT5 desuccinylation of peptide; Q9NXA8; Purified SirT5, succinyl-peptide AMC, trypsin-coupled fluorescence; inhibition, % at 15 µM; 330,000 tested, 1.1% active; AID 652115; in the data active = inhibition above about 15%; inconclusive = no clear call, values can overlap the other calls
Target sequence (Q9NXA8 whole entry, looked up): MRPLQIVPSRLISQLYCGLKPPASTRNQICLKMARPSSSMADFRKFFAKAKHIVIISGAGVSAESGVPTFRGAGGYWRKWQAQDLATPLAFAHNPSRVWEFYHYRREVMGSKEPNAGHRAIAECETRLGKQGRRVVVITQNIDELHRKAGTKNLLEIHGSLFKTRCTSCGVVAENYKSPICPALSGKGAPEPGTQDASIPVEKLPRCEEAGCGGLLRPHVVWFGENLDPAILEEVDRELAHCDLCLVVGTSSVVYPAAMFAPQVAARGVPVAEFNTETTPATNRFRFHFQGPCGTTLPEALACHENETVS
DENV2 CPE rescue – protects cells from dengue virus 2 cytopathic effect; DENV2-infected cells, cytopathic effect rescue, plate reader; CPE inhibition, % at 9.99 µM; 350,000 tested, 1.7% active; in the data active = CPE inhibition above about 20%, passing the limit was not always enough; inconclusive = no clear call, values can overlap the other calls; tested in BHK-21 cells;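 note: 0% = median of neutral control wells and 100% = median of positive control wells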
C2C12 statin – suppression of simvastatin myotoxicity; C2C12 myotubes + simvastatin, ATP luminescence, 48 h; scaled: DMSO 0, geranylgeraniol control 100; rescue of ATP level, % at 7.49 µM; 330,000 tested, 0.78% active;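 active = mean ATP rescue above about 67%, or every replicate alone reaching that limit, limit read from the data, passing the limit was not always enough; inconclusive = no clear call, values can overlap the other calls; inactive = mean under the limit and some replicate under it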;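 note: myotubes were challenged with 10 µM simvastatin during compound exposure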
An asterisk follows results filed as active; ? = inconclusive; nt = no result given.

Compound	PglD inh	ERp5 inh	S100A4 inh HTS	E-sel inducer	SIRT5 inh	DENV2 CPE rescue	C2C12 statin
CCn1cc(C(=O)NC2CCCc3c2cnn3-c2cccc(C)c2C)cn1 (centres undefined)	-1.4	2.2	0.5	-1.1	-3.2	-2.1	-4.4
CC(=O)Nc1ccc(NC(=O)C(C)OC(=O)COc2ccc(Nc3ccccc3)cc2)cc1 (centres undefined)	1.2	-0.9	-4.4	0.0	-11.8	-3.1	-3.2
CCCSc1ncnc2sc(C)c(C)c12	nt	-7.2	-0.5	-0.8	-1.3	-3.2	nt
O=C(Nc1ccc2c(c1)OCO2)N[C@@H]1CC[C@@H](CCNC(=O)C2CC2)O[C@H]1CO	-1.2	1.9	-1.4	0.0	2.7	-0.4	-12.7
COc1cccc(-c2cc(=O)c3cc(NC(C)=O)ccc3[nH]2)c1	3.0	-4.1	2.9	1.5	nt	-2.9	3.7
O=C(NC[C@@H]1N[C@@H](CO)[C@@H]1c1ccccc1)C1CC1	-2.9	7.0	-2.4	0.3	4.1	0.0	-2.7
Cc1cc(C)nc(NC(=O)c2c(Cl)cccc2Cl)n1	-4.5	0.0	-4.0	1.1	-6.0	-7.0	nt
O=C(C[C@@H]1C[C@@H]2c3cc(NC(=O)Nc4ccc(C(F)(F)F)cc4)ccc3O[C@@H]2[C@@H](CO)O1)NCc1cccnc1	-2.6	-4.5	-0.7	-0.7	-2.2	-2.8	5.3
CCN(CC(=O)Nc1ccc(S(=O)(=O)N2CCCC2)cc1)CC(=O)Nc1cccc(OC)c1	nt	5.1	-5.1	nt	-1.7	5.0	-1.8
C=C(C)C(=O)Oc1ccc(N2C(=O)CCC2=O)cc1	nt	-7.9	4.0	2.6	-1.9	-5.7	nt
CC1Cc2ccccc2N1C(=O)COC(=O)c1ccc([N+](=O)[O-])o1 (centres undefined)	-2.9	0.3	-10.0	nt	-0.9	-2.4	4.9
Cc1ccc(S(=O)(=O)N(C)C)cc1NC(=O)CN1CCN(Cc2ccccc2)CC1	nt	-9.6	3.7	nt	-4.4	0.1	nt
COc1cccc(S(=O)(=O)Nc2ccc3c(c2)[C@H]2C[C@H](CC(=O)N(C)C)O[C@H](CO)[C@H]2O3)c1	2.0	4.2	2.1	-0.2	3.5	-0.3	-8.4
C[C@H]1CN([C@@H](C)CO)S(=O)(=O)c2ccc(C#CCN(C)C)cc2O[C@H]1CN(C)C(=O)C1CCC1	1.4	3.4	-0.9	0.4	-1.3	28.7*	0.8
Cc1ccc(S(=O)(=O)Nc2ccc3c(c2)C(=O)N([C@@H](C)CO)C[C@@H](C)[C@H](CN(C)CC2CCCCC2)OCCCC[C@@H](C)O3)cc1	-5.1	-7.7	6.7	0.0	3.9	19.3	nt
Cc1ccc(F)c(CNC(=O)C2CCC(=O)N(CCCN3CCCC3=O)C2)c1F (centres undefined)	0.4	0.3	-2.3	nt	-3.1	4.6	6.0
O=C(COC(=O)CSc1ccc([N+](=O)[O-])cc1)NCCCc1ccccc1	-1.4	2.6	-20.4	4.0	3.8	1.0	0.5
COc1ccc(-c2c(C)nn3c(N4CCC(C(=O)N5CCCCC5)CC4)cc(C)nc23)cc1OC	4.7	-1.1	-4.9	0.4	-19.1	13.8	-2.8
O=C(/C=C/c1ccco1)Nc1cccc(NC(=O)/C=C/c2ccco2)n1	nt	-0.6	-9.3	-0.3	-2.1	0.9	nt
O=C(O)COc1ccccc1-c1ccccc1	6.7	2.1	1.2	nt	-0.6	-12.5	-1.9
COc1cc(OC)cc(C2=Cc3ccccc3C(CC(=O)c3ccco3)N2c2ccc(-c3ccc(C(N)=O)cc3)cc2)c1 (centres undefined)	nt	-6.0	-4.7	-0.1	13.6	?	nt
CS/C(=N\S(=O)(=O)c1ccccc1)c1ccccc1	nt	-3.3	-4.0	-0.2	-1.3	?	nt
O=C1C[C@@H](c2ccccc2)Oc2cc(O)cc(O)c21	1.1	-3.2	1.4	0.1	nt	5.6	4.5
CCOC(=O)N1CCN(C(=O)c2ccc3c(c2)NC(=O)/C(=C\c2cccc(C)c2)S3)CC1	0.4	-5.0	10.5	nt	-0.4	1.4	-1.3
O=C(NCCCO)c1cc2c([nH]c3ccccc32)c(-c2ccc(F)cc2)n1	-3.5	-0.1	-3.5	nt	-1.8	1.5	-9.6
O=C(CSc1n[nH]c(=O)n1C1CC1)c1c[nH]c2ccccc12	-3.8	2.4	4.6	0.0	-2.2	10.5	0.5
C[C@H]1CN([C@@H](C)CO)C(=O)c2cc(NS(=O)(=O)c3ccccc3)ccc2O[C@H]1CN(C)C(=O)Nc1ccc2c(c1)OCO2	3.3	-2.9	6.5	0.1	1.9	3.2	nt
Cc1ccc(S(=O)(=O)N(C)C[C@@H]2OCCCC[C@H](C)Oc3ccc(NC(=O)CCCN(C)C)cc3C(=O)N([C@@H](C)CO)C[C@H]2C)cc1	13.3	-2.4	2.5	nt	-4.5	4.9	nt
Oc1ccc(C=NNC(=S)Nc2ccccc2)nc1	-1.1	2.8	-0.8	3.3	3.2	2.6	nt
COc1ccccc1CN1CC(C(=O)NCCN2CCNC2=O)CCC1=O (centres undefined)	3.3	3.8	-7.4	nt	-0.5	-3.3	6.6

One compound at a time, from the list above. Screens in order: PglD inh, ERp5 inh, S100A4 inh HTS, E-sel inducer, SIRT5 inh, DENV2 CPE rescue, C2C12 statin
Entry for Cc1ccc(F)c(CNC(=O)C2CCC(=O)N(CCCN3CCCC3=O)C2)c1F (centres undefined) → 0.4, 0.3, -2.3, nt, -3.1, 4.6, 6.0
Entry for C[C@H]1CN([C@@H](C)CO)C(=O)c2cc(NS(=O)(=O)c3ccccc3)ccc2O[C@H]1CN(C)C(=O)Nc1ccc2c(c1)OCO2 → 3.3, -2.9, 6.5, 0.1, 1.9, 3.2, nt

(cont.)
Compound	PglD inh	ERp5 inh	S100A4 inh HTS	E-sel inducer	SIRT5 inh	DENV2 CPE rescue	C2C12 statin
CCCN1C[C@@H](C)[C@@H](OC)CN(C)C(=O)c2cc(NC(=O)Nc3cccc(F)c3)ccc2OC[C@@H]1C	2.2	nt	nt	0.2	nt	nt	-36.2
COc1ccc(-n2cccc2/C=C2\C(=N)N3N=C(C(C)C)SC3=NC2=O)cc1	nt	5.8	2.5	-0.3	2.6	0.5	nt
CN(Cc1c(F)cccc1Cl)C(=O)c1ccc(NC(=O)CC2SC(N3CCCCC3)=NC2=O)cc1 (centres undefined)	4.3	-13.1	0.5	-0.5	-1.8	2.9	5.3
CCNC(=O)C[C@H]1CC[C@H]2[C@@H](COC[C@H](O)CN2C(=O)Nc2cccc(OC)c2)O1	-1.5	nt	nt	-0.1	nt	-6.8	-3.7
CSCCC(NC(=O)c1ccccc1Cl)C(=O)NCC(c1cccs1)N(C)C (centres undefined)	1.9	1.1	-3.8	-0.5	6.1	11.6	4.2
CC(C)Oc1ccc(S(=O)(=O)N2CCCCC2)cc1NC(=O)C1=COCCO1	nt	1.4	-7.4	-0.4	-0.8	-3.6	nt
COc1ccccc1-c1ccc([C@H]2[C@@H](CO)N(C(=O)C3CCCCC3)[C@H]2C#N)cc1	-2.8	-0.4	-21.9	-0.5	-1.4	3.3	3.3
CC1(C(=O)Nc2ccc3c(c2)OCCO3)CCN1C(=O)c1ccccc1CCc1ccccc1 (centres undefined)	5.7	2.0	-0.5	-0.2	nt	-0.9	1.8
Cc1cc(NC(=O)CSc2nnc(C3COc4ccccc4O3)n2N)no1 (centres undefined)	-1.9	3.5	-6.1	-0.1	-8.1	2.4	4.8
COc1ccc(/C(C)=N/NC(=O)c2ccccc2N)cc1	-1.7	-8.1	8.3	0.1	-4.2	nt	-0.1
CO[C@H]1CN(C)C(=O)c2ccc(NC(=O)C3CCOCC3)cc2OC[C@H](C)N(C(C)=O)C[C@H]1C	-2.3	3.1	9.8	0.1	nt	2.1	-6.8
O=C(/C=C/c1cccs1)N1CCN(c2ccccc2)CC1	nt	-0.9	2.7	0.4	-3.1	-2.3	nt
O=S(=O)(Nc1ccc2c(c1)nc1n2CCN(Cc2ccccc2)C1)c1ccc(F)cc1	-1.5	nt	nt	0.0	nt	nt	-2.2
O=C1N[C@@H](c2ccccc2)COC(=O)[C@H](Cc2ccc(F)cc2)C/C=C\C[C@H]1CC(=O)N(CCO)Cc1ccccc1	-3.1	1.3	-4.4	-0.1	2.5	?	4.8
Cc1ccc(COC(=O)NCc2cccnc2)cc1	5.0	?	1.3	nt	-0.8	0.6	3.2
Cc1noc(C)c1S(=O)(=O)Nc1ccc2c(c1)C(=O)N([C@@H](C)CO)C[C@@H](C)[C@H](CN(C)C(=O)CCC(F)(F)F)OCCCC[C@@H](C)O2	-0.5	2.9	-12.0	0.1	-3.4	3.1	nt
N#C/C(=C\c1ccco1)C(=O)Nn1cnnc1	-2.3	0.9	-1.5	-1.5	0.6	-5.0	8.5
CCC(=O)Nc1ccc2c(c1)C(=O)N(C)C[C@@H](OC)[C@H](C)CN(C(=O)NC1CCCCC1)[C@H](C)CO2	-0.8	1.2	0.8	-0.3	6.3	7.6	5.9
COc1ccc(/C=C/c2nnc(NC(=O)CC(C)C)s2)cc1	0.3	-6.6	4.8	0.6	-1.7	?	20.2
Cc1ccccc1-c1noc(CNC(=O)c2ccco2)n1	0.4	-1.8	-0.4	-0.1	nt	16.1	8.8
CO[C@H]1CN(C)C(=O)c2cc(NC(=O)Nc3ccccc3)ccc2OC[C@@H](C)N(C(=O)CC2CC2)C[C@@H]1C	1.2	5.7	-14.8	-0.2	3.2	-2.6	-1.1
C[C@H](CO)N1C[C@H](C)[C@H](CN(C)S(=O)(=O)c2ccc(F)cc2)Oc2cc(C#Cc3ccncc3)ccc2S1(=O)=O	-0.8	9.0	-4.0	nt	0.2	-7.5	-26.9
CCOc1cc(/C=N/Nc2ncc(C)c(=O)[nH]2)ccc1O	nt	4.8	2.7	nt	2.0	1.4	nt
CNC(=O)CC(CC(=O)c1ccccc1)c1ccccc1 (centres undefined)	-0.7	8.1	-1.9	-0.2	5.9	-7.7	6.7
CCCC(=O)Nc1ccc2c(c1)OC[C@H](C)N(Cc1ccccc1F)C[C@@H](C)[C@H](OC)CN(C)C2=O	0.0	13.0	8.3	-0.2	9.2	-7.9	19.1
Cc1cc(C)c(S(=O)(=O)Nc2ccncc2)cc1C	0.1	5.5	-10.1	-0.3	0.1	1.0	2.5
Cc1noc(C)c1NC(=O)N(C)C[C@@H]1OCCCC[C@@H](C)Oc2ccc(NC(=O)Nc3ccccc3)cc2C(=O)N([C@H](C)CO)C[C@@H]1C	2.8	nt	nt	-0.1	nt	-0.2	nt
COc1ccc(CCN2CC(C(=O)NCCc3ccccc3C(F)(F)F)CCC2=O)cc1 (centres undefined)	nt	8.3	-5.8	nt	-2.8	-0.2	-0.8
Cc1cc(Cl)cc2c1NC(=O)[C@]21[C@@H]2C(=O)N(Cc3ccccc3)C(=O)[C@@H]2[C@@H]2CCCN21	0.6	nt	3.7	-0.6	nt	nt	15.9
CC(NS(=O)(=O)c1cc(C(F)(F)F)ccc1Cl)C(=O)N(C)C1CCN(C)CC1 (centres undefined)	-3.7	4.6	-18.9	0.3	-5.9	11.4	7.1

Compound	PglD inh	ERp5 inh	S100A4 inh HTS	E-sel inducer	SIRT5 inh	DENV2 CPE rescue	C2C12 statin
CCN(CC)C(=O)[C@H]1C[C@H](CC(=O)NCc2cccc(C(F)(F)F)c2)C(=O)N2CCc3c([nH]c4cc(CCC(=O)N(C)C)ccc34)[C@]12C	5.8	4.5	-0.1	nt	-5.7	-3.8	-3.1
Cc1ccc(NC(=O)CN(C)C(=O)c2cccc(S(=O)(=O)NCc3ccccc3)c2)cc1	nt	-3.3	1.0	nt	0.8	-0.2	-20.5
NNC(=O)Cn1c(-c2ccccn2)nc2ccccc21	-2.8	2.4	2.0	-0.1	-4.7	2.6	-5.7
COc1ccccc1N1CCN(C(=O)c2cc(-c3ccccc3)on2)CC1	3.1	5.9	-2.7	nt	-1.6	9.4	26.2

Screening data deposited in PubChem by Broad Institute.

An excerpt; the hit share may differ from the screen's.
